Source: PubChem
MrgX1 ag – activates human MrgX1 receptor signaling; Q96LB2; 310,000 tested, 0.44% active; MrgX1-HEK293 cells, Fluo-4 calcium fluorescence, agonist mode; active compounds read high; B-score at 10 µM;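 active = calcium response B-score plate-corrected fluorescence ratio at least 3 library SD, with starting fluorescence B-score inside 5 SD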
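System: HEK293 cells stably expressing human MrgX1 receptor; Dosing: test compound in the initial addition of three; Schedule: overnight plating, then 30 min 37 °C plus 30 min room-temperature dye loading; Detection: kinetic calcium dye fluorescence, Fluo-4 NW; Controls: per-plate positive and negative controls for Z′ factor.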
HIF activator – HIF pathway transcriptional activation; activation, % at 7.5 µM (by protocol); AID 1910; 300,000 tested, 0.32% active; U2OS HRE-luciferase reporter, luminescence; normalized: DMSO 0%, desferrioxamine 100%;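 active = mean activation of at least 10% of the iron chelator positive control signal, with at least half of replicates also reaching 10%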
RGS4 act – RGS4 potentiation or activation. B-score at 10 µM. 310,000 tested, 0.92% active. HEK293 M3R/inducible RGS4, carbachol calcium flux Fluo4; active compounds read low;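 active = B-score of the integrated calcium signal more than 4 SD below the library mean, with starting fluorescence not abnormally high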;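 also: negative B-score means reduced calcium response which marks RGS4 activation or potentiation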
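Also added: carbachol at ECmax as muscarinic agonist stimulus; Assay system: HEK293 cells with stable M3R and inducible RGS4; Timing: overnight RGS4 induction, 30 min dye load 37 °C, 20 min compound RT; Measured by: Fluo4-AM (2 µM) calcium-flux fluorescence, kinetic read.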
RGS4 block – human RGS4 inhibition. P49798. B-score at 10 µM. HEK293 M3R/RGS4 inducible, Fluo-4 calcium flux; active compounds read high; triggered by carbachol at its EC20. 310,000 tested, 0.45% active;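 active = B-score, a plate-corrected calcium signal, over three deviations above library mean, with baseline fluorescence within five deviations of library mean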;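 also: RGS4 expression induced by doxycycline in cells with stable M3 receptor; B-score is computed from the integrated fluorescence ratio over baseline after carbachol; higher B-score means a larger calcium signal and so more RGS4 inhibition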
Target sequence (P49798 whole entry, looked up): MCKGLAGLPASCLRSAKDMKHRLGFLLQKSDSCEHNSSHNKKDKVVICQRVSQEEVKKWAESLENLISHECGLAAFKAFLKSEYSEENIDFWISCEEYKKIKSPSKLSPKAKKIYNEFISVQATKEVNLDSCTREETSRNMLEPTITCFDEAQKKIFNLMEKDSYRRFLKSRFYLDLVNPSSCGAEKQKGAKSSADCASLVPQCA
TRPC4 block – inhibitors of mouse TRPC4 channel. B-score at 10 µM. Q9QUQ5. HEK293 TRPC4beta/mu-opioid, DAMGO-evoked Fluo4 calcium flux; active compounds read low. 300,000 tested, 0.39% active;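 active = B-score over 3 SD under the library average, no early fluorescence shift, positive overall ratio signal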
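material = TRPC4beta/mu-opioid receptor HEK293 cell line | probe or stimulus = sequential submaximal and maximal DAMGO stimulation | compound dosing = one concentration per compound | measured by = Fluo4 Ca2+ flux fluorescence | evaluation = integrated fluorescence ratio relative to baseline, converted to per-well B score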
TRPC6 inh – blocks the mouse TRPC6 cation channel; AID 2553; HEK293-TRPC6, membrane potential dye, ACh-evoked depolarization; active compounds read low; B-score at 10 µM; 310,000 tested, 1.1% active; Q61143;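 active = B-score under library mean minus 3 SD, initial fluorescence not abnormally high, positive integrated signal ratio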;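 also: B-score derived from integrated fluorescence ratio over the kinetic read; more negative B-score means stronger inhibition of depolarization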
Target sequence (Q61143 whole entry, looked up): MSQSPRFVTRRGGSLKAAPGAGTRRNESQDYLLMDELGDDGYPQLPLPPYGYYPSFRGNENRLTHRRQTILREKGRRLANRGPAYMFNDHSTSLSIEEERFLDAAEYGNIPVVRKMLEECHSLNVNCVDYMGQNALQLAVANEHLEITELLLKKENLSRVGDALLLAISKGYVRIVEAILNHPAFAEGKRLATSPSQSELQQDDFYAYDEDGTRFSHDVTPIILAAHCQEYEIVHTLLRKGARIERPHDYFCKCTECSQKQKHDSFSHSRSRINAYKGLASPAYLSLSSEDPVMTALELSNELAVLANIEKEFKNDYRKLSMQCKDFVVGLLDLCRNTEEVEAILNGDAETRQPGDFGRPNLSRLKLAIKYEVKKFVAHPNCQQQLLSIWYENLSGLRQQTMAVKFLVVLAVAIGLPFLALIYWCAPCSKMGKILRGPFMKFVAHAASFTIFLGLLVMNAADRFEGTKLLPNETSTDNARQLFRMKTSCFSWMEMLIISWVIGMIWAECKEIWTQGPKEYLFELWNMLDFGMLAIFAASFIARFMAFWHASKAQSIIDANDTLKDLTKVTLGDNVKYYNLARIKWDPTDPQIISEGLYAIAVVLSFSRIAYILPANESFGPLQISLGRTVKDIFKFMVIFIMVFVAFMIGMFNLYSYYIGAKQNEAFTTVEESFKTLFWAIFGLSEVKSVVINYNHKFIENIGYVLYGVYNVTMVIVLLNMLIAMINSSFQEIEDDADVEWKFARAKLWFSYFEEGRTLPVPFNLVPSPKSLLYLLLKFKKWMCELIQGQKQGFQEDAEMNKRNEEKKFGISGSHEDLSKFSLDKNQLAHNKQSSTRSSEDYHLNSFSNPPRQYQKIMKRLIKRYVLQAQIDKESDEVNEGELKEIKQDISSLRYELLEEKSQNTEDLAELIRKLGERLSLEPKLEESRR
MrgX1 antagonist – human MrgX1 receptor antagonism, primary screen | B-score at 10 µM | MRGX1-HEK293 calcium flux, Fluo-4, BAM8-22 antagonism; active compounds read low | Q96LB2 | 310,000 tested, 1.3% active;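 active = calcium-response B-score plate-corrected more than 3 library SD below zero, starting fluorescence within 5 deviations, no agonist response on first addition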;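 also: peak minus trough fluorescence over baseline after final BAM8-22 challenge near maximal dose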
SKKanGAS inh – inhibitors of SKKanGAS S. pyogenes growth in kanamycin (SK-promoter or general growth effect) | 300,000 tested, 1.3% active | AID 1662 | BacTiter-Glo, 6 h | inhibition, % at 7.5 µM;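 active = mean replicate score, as percent of positive control median, at least 50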;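 also: strain carries kanamycin resistance gene driven by streptokinase promoter and grows in 40 µg/ml kanamycin; loss of luminescence reflects streptokinase promoter inhibition or plain growth inhibition; 0% = median of DMSO wells and 100% = positive control at its reference dose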
Platelet DG rel – platelet dense granule release activity. human platelet-rich plasma, SFLLRN dense granule ATP release, luminescence. inhibition, %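 (compounds screened at 7.5 µM in platelet-rich plasma)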. 300,000 tested, 0.22% active. AID 1663;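 active = mean replicate score, as percent of positive control, at or above 50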
TRPC6 activator – activates the mouse TRPC6 cation channel; Q61143; HEK293-TRPC6 membrane potential dye fluorescence; active compounds read high; B-score at 10 µM; 310,000 tested, 0.13% active;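 active = B-score of the integrated fluorescence ratio above library mean plus 3 SD, and starting fluorescence ratio within library mean plus 5 SD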;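 also: higher score means more depolarization so channel activation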
MrgX1 PAM – human MrgX1 positive allosteric modulation, primary screen; AID 588675; MrgX1-HEK293, Fluo-4 calcium flux, FDSS; active compounds read high; Q96LB2; B-score at 10 µM; 310,000 tested, 0.63% active;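 active = plate-corrected calcium response at least 3 library SD above typical, normal starting fluorescence, not activating the receptor alone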;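 also: compound read alongside a low EC10 to EC30 dose of BAM8-22 agonist; peak minus trough fluorescence over baseline measured at the second addition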
Active calls of the source: *; i = inactive; . = no result given. The order is random; 6.1% or so of the library scored in one or more.

SMILES	MrgX1 ag	HIF activator	RGS4 act	RGS4 block	TRPC4 block	TRPC6 inh	MrgX1 antagonist	SKKanGAS inh	Platelet DG rel	TRPC6 activator	MrgX1 PAM
O=C(CN(Cc1ccco1)C(=O)CNS(=O)(=O)c1ccc(Cl)cc1)NCC1CCCO1 (centres undefined)	i	0.1	i	i	i	i	i	1.1	-1.7	i	i
Cc1ccc(-n2nc3c(c2NC(=O)c2c(-c4ccccc4Cl)noc2C)CS(=O)(=O)C3)c(C)c1	i	-0.1	i	i	i	-5.47*	i	0.0	1.0	i	i
COc1ccc(NC(=O)c2cccc(N3C(=O)C4C5C=CC(C6CC56)C4C3=O)c2)c(OC)c1 (centres undefined)	i	.	i	i	i	i	i	-0.8	2.2	i	i
O=C(CN1C(=O)c2ccccc2S1(=O)=O)c1ccc2c(c1)OCCO2	i	-1.7	i	i	i	i	i	35.4	-3.6	i	i
Cc1cc(=O)n(C2CCS(=O)(=O)C2)[nH]1 (centres undefined)	i	1.0	i	i	i	i	i	.	-1.9	i	i
O=C(O)c1cccc(S(=O)(=O)NCCC(c2ccccc2)c2ccccc2)c1	i	0.5	i	i	i	i	i	4.3	3.9	i	i
CCCCNC(=O)[C@@H]1CC=C[C@@H]2CCN(Cc3ccc(Cl)c(Cl)c3)C(=O)[C@@H]21	i	-0.2	i	i	.	i	i	7.9	1.7	i	i
CCc1ccccc1NC(=S)N(CCCN1CCOCC1)Cc1ccccn1	i	-0.1	i	i	i	i	i	-10.4	-7.2	i	i
CCc1ccc(NC(=O)c2ccc(OC)c([N+](=O)[O-])c2)cc1	i	3.5	i	i	i	i	i	4.9	6.4	i	i
CC(=O)Nc1ccc(N2CC(C)(C)C2=O)cc1	i	-0.1	i	i	i	i	i	-10.4	-5.5	i	i
O=C(CN(Cc1ccco1)S(=O)(=O)c1ccccc1)N/N=C/c1cccc(O)c1	i	0.0	i	i	i	i	i	1.4	-6.6	i	i
Cc1ccnc(Nc2nc(-c3ccc(Cl)cc3)cs2)c1	i	4.8	i	i	i	i	i	-2.9	-0.8	i	i
CCOC(=O)C1(Cc2ccccc2C)CCCN(C(=O)CCC(=O)OC)C1 (centres undefined)	i	0.3	i	i	i	i	i	-1.4	4.2	i	i
O=[N+]([O-])c1cc(Cl)cc(/C=N/n2cnnc2)c1O	i	-0.2	i	i	i	i	i	1.7	14.9	i	i
Cc1nc2ccc(N3C(=O)CCC3=O)cc2[nH]1	i	-0.2	i	i	i	i	i	0.8	2.3	i	i
CCN1CCN(C(=O)c2cc3c(=O)n4ccccc4nc3s2)CC1	i	0.9	i	i	i	i	i	-3.3	4.5	i	i
O=C(CN1C(=O)/C(=C\c2ccc(C(F)(F)F)cc2)Sc2ccccc21)NCc1ccco1	i	0.8	i	i	i	i	i	6.1	-1.1	i	i
O=C(CN1CCN(C(=O)c2ccco2)CC1)Nc1ccccc1-c1ccccc1	i	-0.3	i	i	i	i	i	0.5	-3.2	i	i
O=C(NC1CC2CCC1C2)C1COc2ccccc2O1 (centres undefined)	i	-0.4	i	i	i	i	i	1.2	-1.3	i	i
COC(=O)CCc1c(COC(C)=O)[nH]c(C(=O)OCc2ccccc2)c1C	i	0.0	i	i	i	i	i	4.3	5.0	i	i

A section from further up:
SMILES	MrgX1 ag	HIF activator	RGS4 act	RGS4 block	TRPC4 block	TRPC6 inh	MrgX1 antagonist	SKKanGAS inh	Platelet DG rel	TRPC6 activator	MrgX1 PAM
CCN1CCN(C(=O)c2cc3c(=O)n4ccccc4nc3s2)CC1	i	0.9	i	i	i	i	i	-3.3	4.5	i	i
O=C(CN1C(=O)/C(=C\c2ccc(C(F)(F)F)cc2)Sc2ccccc21)NCc1ccco1	i	0.8	i	i	i	i	i	6.1	-1.1	i	i

(next part)
SMILES	MrgX1 ag	HIF activator	RGS4 act	RGS4 block	TRPC4 block	TRPC6 inh	MrgX1 antagonist	SKKanGAS inh	Platelet DG rel	TRPC6 activator	MrgX1 PAM
O=C(/C=C/c1ccco1)NCC(=O)N/N=C/c1ccc([N+](=O)[O-])cc1	i	0.0	i	i	i	i	i	-0.4	0.3	i	i
Cc1cccc(N(CC(=O)NCc2ccc(F)cc2)C(=O)c2csnn2)c1C	i	-0.3	i	i	i	i	i	-2.8	-2.6	i	i
CC(C)C(OC(=O)c1oc2ccccc2c1CSC1CCCCC1)C(=O)NC(N)=O (centres undefined)	i	-0.5	i	i	i	i	i	-0.6	0.0	i	i
CCOC(=O)Cn1cnc2c(nnn2-c2cccc(OC)c2)c1=O	i	0.2	i	i	i	i	i	0.5	-11.7	i	i
O=C(NCCc1ccc(Cl)cc1)c1ccc2nc(N3CCOCC3)sc2c1	i	0.5	i	i	i	i	i	8.8	-13.2	i	i
COC(=O)c1ccc(C)c(NC(=O)CCc2cc(OC)c(OC)c(OC)c2)c1	i	0.4	i	i	i	i	i	-6.9	-63.1	i	i
OC(C#CCN1CCCC1)(c1ccccc1)c1cccc(F)c1 (centres undefined)	i	-1.0	-8.39*	i	i	-5.48*	i	2.4	1.0	i	i
CN(C)CCCOc1cccc(Oc2ccccc2)c1	i	0.6	-7.53*	i	i	i	i	0.8	15.3	i	i
CCOC(=O)NN1C(=O)c2ccccc2NC1c1ccc(N(C)C)cc1 (centres undefined)	i	1.7	i	i	i	i	i	-0.4	3.5	i	i
Cc1ccccc1C(=O)NC(=S)Nc1ccc(Oc2ccc(Cl)cc2)cc1	i	-0.3	i	i	i	i	i	19.4	7.3	i	i
CNc1nc(Sc2ccc(C)cc2)cc(C(F)(F)F)n1	i	0.4	i	i	i	i	i	20.7	-1.3	i	14.5*
CCCNC(=O)c1onc(CS(=O)(=O)c2cccc(OC)c2)c1C(=O)NCCC	i	0.4	i	i	i	i	i	4.0	-9.9	i	i
O=C1CC(c2cccnc2)c2cc3c(cc2N1)OCO3 (centres undefined)	i	0.0	i	i	i	i	i	2.4	-5.0	i	i
CC(C)(C)c1csc(NNC(=O)c2ccc(Cl)cc2)n1	i	1.7	i	i	i	i	i	90.1*	-3.6	i	i
COc1cc(C(c2c(C)[nH][nH]c2=O)c2c(C)[nH][nH]c2=O)cc(OC)c1OC	i	-0.2	i	i	i	i	i	-0.8	0.7	i	i
CCSCCOC(=O)C1=C(C)NC(=O)NC1c1ccccc1 (centres undefined)	i	-0.6	i	i	i	i	i	0.3	-0.8	i	i
O=C(NCc1cccnc1)c1ccccc1NS(=O)(=O)c1ccccc1	i	1.1	i	i	i	i	i	-5.3	-3.2	i	i
Cc1nc(NCC(c2ccccc2)N(C)C)c2c(C)c(C)sc2n1 (centres undefined)	i	1.1	-9.54*	i	i	i	i	-5.2	16.6	i	i
COC(=O)c1ccc(CN2CCC(Oc3cccc(C(=O)N4CCOCC4)c3)CC2)cc1	i	-0.5	i	i	i	i	i	-0.5	8.0	i	i
S=C(c1ccc(Br)cc1)N1CCCC1	i	1.9	i	i	i	i	i	1.0	-0.6	i	i
C=CCOc1ccc(/C=C2\SC(N)=NC2=O)cc1OC	i	11.8*	i	i	i	i	i	7.2	10.2	i	i
CC(C)(O)c1[nH]c2cc(C(F)(F)F)ccc2c1C(C)(C)O	i	0.4	i	i	i	i	i	-5.3	0.9	i	i
COc1ccc(C(=O)Nc2ccc(O)c3ccccc23)cc1OC	i	-0.3	i	i	i	i	i	8.7	31.7	i	i
O=C(Nc1ccc(OC(F)F)cc1)c1cc[n+]([O-])cc1	i	-1.3	i	i	i	i	i	-2.0	-5.0	i	i
CC1N(C)c2cc(NC(=O)c3ccco3)c(P(=O)(Nc3ccc([N+](=O)[O-])cc3)N3CCOCC3)cc2C1(C)C (centres undefined)	i	-1.7	i	i	i	i	i	19.1	2.0	i	i
Cc1cc(C)nc(Nc2cccc3ccccc23)n1	i	-16.6	i	i	i	i	i	-2.1	-3.0	i	i
CCC(C)(C)NC(=O)C(c1ccc(F)cc1)N(Cc1ccco1)C(=O)c1cnccn1 (centres undefined)	i	0.0	i	i	i	i	i	0.9	2.9	i	i
COc1ccc(N2C(=O)N[C@@H](Cc3ccccc3)C2=O)cc1OC	i	0.0	i	i	i	i	i	3.3	-5.6	i	i
COc1ccccc1NC(=O)COC(=O)C1CC1	i	-0.5	i	i	i	i	i	-12.7	-1.6	i	i
COC(=O)c1ccc(COC(=O)c2ccc(-n3cnnn3)cc2)o1	i	-0.1	i	i	i	i	i	.	-8.8	i	i
CC(C)(C)OC(=O)CNC(=O)c1nc[nH]c1C(=O)N1CCN(C(=O)OC(C)(C)C)CC1	i	-0.5	i	i	i	i	i	3.3	8.2	i	i
CCOC(=O)C1CCN(C(=O)c2cccc(NC(=O)C(CC)CC)c2)CC1	i	-0.1	i	i	i	i	i	-0.9	0.0	i	i
O=S(=O)(Nc1ccc2nc(-c3ccco3)[nH]c2c1)c1ccccc1	i	5.3	i	i	i	i	i	6.8	0.1	i	i
CCOC(=O)CNc1nc(Cl)nc(Nc2ccc(OC)cc2OC)n1	i	0.1	i	i	i	i	i	-2.0	-2.9	i	i
CCCc1nc(SC2CCCC2)c2c(=O)n(C)c(=O)n(C)c2n1	i	0.2	i	i	-5*	i	i	2.2	0.3	i	i
O=c1oc(-c2cccs2)nc2sc3c(c12)CCC3	i	0.4	i	i	i	i	i	1.7	4.5	i	i
O=C(/C=C/c1ccc(F)cc1)Nc1cc(S(=O)(=O)N2CCOCC2)ccc1N1CCCC1	i	-0.5	i	i	i	i	i	3.5	2.7	i	i
Cc1c(Cl)c(C(=O)NC2CCCC2)nn1C	i	0.8	i	i	i	i	i	-4.2	-5.7	i	i
O=C(/C=C/c1ccncc1)c1ccc2c(c1)OCCO2	i	0.7	i	7.46*	i	i	i	-6.4	-3.1	i	i
CC12CN3CC(C)(CN(C1)C3c1ccc3ccccc3c1O)C2=O (centres undefined)	i	-0.5	i	i	i	i	i	4.7	-4.4	i	i
COc1ccc(S(=O)(=O)N(CC(=O)Nc2ccccc2C(=O)N2CCOCC2)c2ccc(F)cc2)cc1	i	0.0	i	i	i	i	i	-4.0	22.1	i	i
O=C(NC1CCCCCC1)C1CCN(S(=O)(=O)c2ccccc2)CC1	i	-0.8	i	i	i	i	i	2.9	-2.1	i	i
Cc1ccc(NC(=O)N2CCCC2C(=O)Nc2c(C)cc(C)cc2C)cc1 (centres undefined)	i	-0.1	i	i	i	i	i	21.5	-0.5	i	i
